Screening data deposited in PubChem BioAssay by National Center for Advancing Translational Sciences (NCATS).
RGS12 GoLoco inh – qHTS Assay for Inhibitors of RGS12 GoLoco Motif Activity (Red Fluorophore); Guanine nucleotide-binding protein G(i) subunit alpha-1 (Homo sapiens), P63096; Gai1:RGS12 GoLoco peptide FP, rhodamine, 10 min; Potency, µM (titrated, usually from 61.6 µM), for inactives: at the highest dose activity, negative = inhibition, usual class: inhibitors; 0.44% of 230,000 active; AID 880, 2007; active = well fitted inhibition curve with a large enough effect, not every such curve was filed as active; inactive = no such curve, though single readings can be large or run the other way; also: % is scaled to controls: 0 for no effect and ±100 for the full control effect; nearly all actives have a fitted effect of over 30% in size; many of its hits are not listed in these tables
Target sequence (P63096 whole entry, looked up): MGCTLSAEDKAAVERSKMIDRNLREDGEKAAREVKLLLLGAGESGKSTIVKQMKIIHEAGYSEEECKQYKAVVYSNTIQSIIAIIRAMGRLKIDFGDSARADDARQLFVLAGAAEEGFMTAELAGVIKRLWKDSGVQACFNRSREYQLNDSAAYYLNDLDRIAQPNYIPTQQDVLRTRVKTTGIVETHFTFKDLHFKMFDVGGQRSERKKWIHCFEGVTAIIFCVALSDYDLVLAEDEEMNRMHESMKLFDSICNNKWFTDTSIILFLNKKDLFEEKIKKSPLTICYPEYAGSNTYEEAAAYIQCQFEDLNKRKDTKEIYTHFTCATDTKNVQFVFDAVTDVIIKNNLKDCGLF
IMPase Li cell – qHTS Assay for Identifying the Cell-Membrane Permeable IMPase Inhibitors: Potentiation with Lithium. CHO-M1 cells, IP1 TR-FRET (IP-One), carbachol + lithium. Potency, µM (highest dose often 59.4 µM), without a hit: at the highest dose activity, negative = IMPase inhibition, usual class: inhibitors. 0.35% of 210,000 active;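 also: IP1 builds up when IMPase is blocked and the TR-FRET signal falls; plate controls were basal vehicle for no effect and high inhibitor control for full effect; nearly all actives have a fitted effect of over 50% in size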
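Lithium-sensitised IP1 accumulation assay; M1-expressing CHO cells treated 30 min at 37C with compound. Competitive antibody detection by time-resolved FRET followed a 10 min room-temperature lysis step.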
GAA inhib – qHTS Assay for Inhibitors of Human alpha-Glucosidase as a Potential Chaperone Treatment of Pompe Disease | purified human GAA, 4-MU-alpha-glucoside fluorescence | Potency, µM (doses to about 76.9 µM), without a hit: at the top dose activity change, negative = inhibition, usual class: inhibitors | 0.005% of 200,000 active | AID 1466, 2008;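 also: plate controls were uninhibited enzyme wells for no effect and no-enzyme background for full effect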
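Read-out is 4-methylumbelliferone fluorescence (Ex 365/Em 440 nm) after NaOH/glycine stop at pH 10. Enzyme 4 nM, substrate 400 uM, pH 5.0 citrate buffer, 20 min room temperature; AC50 from Hill-equation concentration-response.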
HTT aggregate – qHTS Multiplex Assay to Identify Dual Action Probes in a Cell Model of Huntington: Aggregate Formation (GFP) | PC12 HttQ103-GFP aggregates, Acumen cytometry, 40 h | Potency, µM (series often up to 46.1 µM), for inactives: at the top dose activity change, negative = inhibition, usual class: inhibitors | 1.1% of 220,000 active | AID 1688, 2009; also: % is scaled to controls: 0 for no effect and ±100 for the full control effect; nearly all actives have a fitted effect of over 60% in size
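PC12/HTTQ103-GFP, ecdysone-inducible; teb 100 nM; cpd qHTS titration; GFP aggregates read on laser cytometer, Ex 488/Em 500-530 nm.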
GAA glycogen mod – qHTS Assay for Inhibitors and Activators of Human alpha-Glucosidase Cleavage of Glycogen | Potency, µM (doses to about 76.4 µM), without a hit: at the top dose activity change, negative = inhibition, hits mostly inhibitors | 0.38% of 300,000 active | AID 2100, 2009 | Lysosomal alpha-glucosidase (Homo sapiens), P10253 | recombinant GAA, glycogen substrate, Amplex Red glucose oxidase fluorescence;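 also: 0% = full enzyme reaction and -100% = no-enzyme basal signal; the screen sought inhibitors and activators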
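Recombinant enzyme (4 nM final) with compounds titrated up to 77 uM and bovine liver glycogen (30 ug) in citrate pH 5.0, 0.01% Tween-20, 37 C 40 min. Released glucose detected by Amplex Red/glucose oxidase (Ex 573/Em 610); AC50 from Hill fits.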
GAA spleen mod – qHTS Assay for Inhibitors and Activators of Human alpha-Glucosidase From Spleen Homogenate. Lysosomal alpha-glucosidase (Homo sapiens), P10253. AID 2112, 2009. 0.006% of 240,000 active. human spleen homogenate, 4-MU-alpha-glucoside fluorescence. Potency, µM (series often up to 79.9 µM), for the others: at the highest dose activity change, negative = inhibition, actives largely listed as inhibitors;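 also: 0% = enzyme with vehicle and -100% = no enzyme basal signal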
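Human spleen homogenate (1 ug) incubated with compounds and 1 mM 4-methylumbelliferyl-alpha-D-glucopyranoside in pH 5.0 citrate/phosphate buffer, 37 C, 40 min. Stopped at pH 10; 4-MU fluorescence (Ex 365/Em 440 nm); AC50 by Hill fit.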
HTT ATP protect – qHTS Multiplex Assay to Identify Dual Action Probes in a Cell Model of Huntington: Cytoprotection (ATP). PC12 HTT-Q103 induced, cytoprotection, ATP luminescence, 40 h. Potency, µM (highest dose often 56.4 µM), inactives show cytoprotection (ATP increase), hits mostly activators. 0.14% of 230,000 active. AID 1471, 2008;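 also: % of control where 0% means no effect; nearly all actives have a fitted effect of over 45% in size; toxic huntingtin expression switched on by the ecdysone agonist tebufenozide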
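Cells were plated at 1500 per well in phenol red-free DMEM with 5% equine and 5% calf serum. Tebufenozide (100 nM final) and compounds were added, then ATPlite reagent, and luminescence was read.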
Starred values were filed as active, the others as inactive; ? = inconclusive; · = no result given; [ ] = dose if it differs, or a comment. Unless noted, calls follow the shape of the dose curve; as a rule, active = well fitted curve in the direction sought with a large enough effect; inconclusive = small, poorly fitted or top-dose-only effect, or another doubt; inactive = no such curve, though single readings can be large; an effect the other way counts as inactive or inconclusive. Potency is read from the fitted curve at half-maximal effect. A portion of the library, so the mix of outcomes need not match the whole.

Start of the listing, in advance, six compounds:
structure | RGS12 GoLoco inh | IMPase Li cell | GAA inhib | HTT aggregate | GAA glycogen mod | GAA spleen mod | HTT ATP protect
COC(=O)c1ccc(C)c(NC(=O)CCNC(=O)c2ccc([N+](=O)[O-])cc2)c1 | -20% | 3% | -6% | ? | 13% | 3% | 21%[1.9 µM]
c1ccc(CN2CCC(Nc3ncnc4sccc34)CC2)cc1 | 15% | 14% | -9% | 10µM* | 4% | 0% | -33%
O=C(Cn1c2c(sc1=O)C1c3ccccc3OCC1CS2)Nc1ccc(Cl)c(Cl)c1 (configuration not stated) | 36%[activator] | 11% | -7% | 2.8µM* | -4% | -5% | 4%[10 µM]
Cn1cccc1C(=O)NC(=O)COC(=O)C12CC3CC(CC(O)(C3)C1)C2 | -4% | 8%[38.3 µM] | -1% | 3% | 10% | 5% | -2%
O=C(CSc1nnc(-c2ccco2)n1Cc1ccco1)NCc1ccccc1 | 17% | 24%[38.3 µM] | -14% | 24% | 7% | 5% | 7%
O=C(OC(C(=O)NCc1cccs1)c1ccccn1)c1cccs1 (configuration not stated) | -4% | 0%[38.3 µM] | -5% | -4%[9.22 µM] | 2% | -7% | -7%

This part in full, from the first entry:
structure | RGS12 GoLoco inh | IMPase Li cell | GAA inhib | HTT aggregate | GAA glycogen mod | GAA spleen mod | HTT ATP protect
COC(=O)c1ccc(C)c(NC(=O)CCNC(=O)c2ccc([N+](=O)[O-])cc2)c1 | -20% | 3% | -6% | ? | 13% | 3% | 21%[1.9 µM]
c1ccc(CN2CCC(Nc3ncnc4sccc34)CC2)cc1 | 15% | 14% | -9% | 10µM* | 4% | 0% | -33%
O=C(Cn1c2c(sc1=O)C1c3ccccc3OCC1CS2)Nc1ccc(Cl)c(Cl)c1 (configuration not stated) | 36%[activator] | 11% | -7% | 2.8µM* | -4% | -5% | 4%[10 µM]
Cn1cccc1C(=O)NC(=O)COC(=O)C12CC3CC(CC(O)(C3)C1)C2 | -4% | 8%[38.3 µM] | -1% | 3% | 10% | 5% | -2%
O=C(CSc1nnc(-c2ccco2)n1Cc1ccco1)NCc1ccccc1 | 17% | 24%[38.3 µM] | -14% | 24% | 7% | 5% | 7%
O=C(OC(C(=O)NCc1cccs1)c1ccccn1)c1cccs1 (configuration not stated) | -4% | 0%[38.3 µM] | -5% | -4%[9.22 µM] | 2% | -7% | -7%
CN(CC(=O)O)S(=O)(=O)c1ccc2c(c1)n(C)c(=O)c(=O)n2C | -7% | -4% | 11% | 15% | -7% | 6% | -15%[10 µM]
Oc1c(CN2CCOCC2)cc2c(c1-c1c(O)c(CN3CCOCC3)cc3c1CCCC3)CCCC2 | -3% | 8% | · | · | · | 3% | -18%

(continued)
structure | RGS12 GoLoco inh | IMPase Li cell | GAA inhib | HTT aggregate | GAA glycogen mod | GAA spleen mod | HTT ATP protect
CC(=O)Nc1ccc(S(=O)(=O)Oc2ccc(C(=S)N3CCCCC3)cc2)cc1 | -1% | 13% | -2% | ? | 7% | -19% | ·
COc1ccc(NC(=O)OC(C)C)cc1 | 1% | -7%[38.3 µM] | 1% | 16% | -19% | 2% | -47%[inhibitor]
Cc1c(Cl)c([N+](=O)[O-])nn1CC(=O)NC(C)C1CC2CCC1C2 (configuration not stated) | 10% | 6%[38.3 µM] | -2% | -25% | 2% | -8% | -14%
O=C(c1ccc(S(=O)(=O)N2CCCCCC2)cc1)N1CCN(c2ccccn2)CC1 | -5% | 10% | ? | -20% | 8% | -5% | -2%
CC(C)C(=O)N=c1sc2cc(F)cc(F)c2n1C | 1% | 2%[38.3 µM] | -6% | 11% | 7% | 2% | 0%
CCCCC(=O)NCc1ccc2c(c1)cc(C)n2C | 11% | -10%[38.3 µM] | -2% | 9% | 0% | -5% | -6%
COc1ccccc1N1CCN(C(=O)C2CCN(S(=O)(=O)c3ccc(F)cc3)CC2)CC1 | 3% | -5%[38.3 µM] | ? | -20% | -8% | -5% | 2%
CCn1c(SCC(=O)NCc2ccccc2)nnc1-c1cccnc1 | 19% | 7% | ? | 7%[9.22 µM] | -1% | 7% | 13%[10 µM]

More entries.
structure | RGS12 GoLoco inh | IMPase Li cell | GAA inhib | HTT aggregate | GAA glycogen mod | GAA spleen mod | HTT ATP protect
CS(=O)(=O)NCCSCc1ccco1 | 2% | 4%[38.3 µM] | 6% | 11%[9.22 µM] | 0% | 1% | 0%[10 µM]
Cc1cc2ncn(S(=O)(=O)N3CCOCC3)c2cc1C | 1% | 8% | 1% | -21% | 6% | -6% | -15%[10 µM]
CCO[C@H]1OC(C(N)=O)=C[C@@H](c2coc3ccccc3c2=O)[C@@H]1CCCO | -12% | -14% | · | 0%[9.22 µM] | 5% | 5% | 10%[10 µM]
CSc1ccc(CN(C)CC(=O)Nc2ccc(C)cc2Br)cc1 | 0% | 14% | -4% | 3% | -8% | 0% | -7%[0.074 µM]
O=C(O)c1ccc(C(=O)O)c(C(=O)c2ccccc2)c1 | -1% | 7%[38.3 µM] | -3% | -5% | 3% | -5% | 9%
COc1ccc(Nc2nc(N)nc(CSc3nnc(N)s3)n2)cc1 | 3% | -10%[38.3 µM] | -4% | 11% | 11% | -4% | -24%[10 µM]
CCCCN1C(=O)C2C(C(=O)Nc3cccc(OC)c3)C3C=CC2(O3)C1C(=O)NC1CCCCC1C (configuration not stated) | -12% | 0% | ? | 2% | 7% | -1% | -4%[10 µM]
COC(=O)c1ccc(C(=O)NC(=S)Nc2nc3c(s2)CCCC3)cc1 | 11% | -1% | -6% | -1% | -12% | -17% | ?

Following part
structure | RGS12 GoLoco inh | IMPase Li cell | GAA inhib | HTT aggregate | GAA glycogen mod | GAA spleen mod | HTT ATP protect
NC(=O)c1cc2n(n1)C(C(F)(F)F)CC(c1ccco1)N2 (configuration not stated) | 13% | 24%[38.3 µM] | 4% | 4% | -2% | -1% | 13%
COc1ccccc1C(=O)N1CCN(C2CCN(Cc3ccccc3)CC2)CC1 | -7% | 1%[38.3 µM] | 3% | 19% | -4% | 1% | -4%
CC1(CC(=O)N/N=C/c2cc(Br)c(O)cc2O)OCCO1 | 2% | 15%[38.3 µM] | -1% | -26% | -12% | -5% | 13%
Cc1cc(C(=O)N/N=C/c2c(C)[nH]c3ccccc23)n[nH]1 | -3% | · | · | 29%[9.22 µM] | 5% | -1% | 19%[10 µM]
COc1ccc(OC)c(NC(=O)Nc2ccc(Cl)cc2)c1 | -2% | -6%[38.3 µM] | -6% | -31% | 3% | -2% | 2%
COc1ccc([N+](=O)[O-])cc1NC(=O)COC(=O)c1ccccn1 | 10% | 18% | -7% | -11% | 7% | · | -35%[inhibitor]
Cc1cccc(OCCC(=O)NCC(=O)Nc2c(C)cccc2C)c1 | 16% | -3% | -2% | -4% | 1% | -6% | -11%[10 µM]
CCS(CC)=NS(=O)(=O)c1ccc(NC(C)=O)cc1 | -1% | -11%[38.3 µM] | 7% | 2% | 4% | -2% | -19%

Other compounds
structure | RGS12 GoLoco inh | IMPase Li cell | GAA inhib | HTT aggregate | GAA glycogen mod | GAA spleen mod | HTT ATP protect
O=C(O)/C=C/c1cn(-c2ccccc2)nc1-c1cccc([N+](=O)[O-])c1 | 8% | · | -10% | 11%[9.22 µM] | 10% | 7% | 0%[10 µM]
O=C(O)CCc1nnc(SCC(=O)Nc2cccc(C(F)(F)F)c2)[nH]c1=O | -5% | 2% | 4% | -5% | -1% | 6% | -1%
O=C(COc1ccccc1)NC1CCSC1=O (configuration not stated) | 6% | 2% | 4% | 30% | 8% | -4% | -33%[inhibitor]
Nc1nc(-c2cccnc2)nn1C(=O)c1ccco1 | 8% | 23%[38.3 µM] | -3% | -4% | 2% | 9% | 7%[0.074 µM]
CCC(c1nnnn1CCOC)N1CCN(Cc2ccccc2)CC1 (configuration not stated) | -12% | 30%[38.3 µM] | -1% | 14% | 5% | -6% | 21%[10 µM]
O=C(O)c1cccc(CN2C(=O)CSC2=O)c1 | -11% | 2%[38.3 µM] | 8% | 16% | -6% | -6% | -7%
Cc1cc(C)nc(SCC(=O)Nc2ccnc3ccccc23)n1 | 2% | 13% | 8% | ? | 2% | -4% | ·
CC1(C)CC[C@]2(C(=O)O)CC[C@]3(C)C(=CCC4[C@@]5(C)CC[C@H](O)C(C)(C)C5CC[C@]43C)C2C1 (some centres not stated) | 5% | -8% | -1% | 24% | 7% | -12% | ·

Next section:
structure | RGS12 GoLoco inh | IMPase Li cell | GAA inhib | HTT aggregate | GAA glycogen mod | GAA spleen mod | HTT ATP protect
Oc1ccc(N=Nc2c(O)ccc3ccccc23)cc1 | 181%[activator] | 30%[38.3 µM] | -15% | -17% | ? | -21% | 20%[10 µM]
Cc1cc(C)nc(NS(=O)(=O)c2ccc(NC(=O)Cc3ccccc3)cc2)n1 | 3% | -8% | 5% | -7% | 8% | 1% | 3%
CCCC(N)CCCCCC(=O)O (configuration not stated) | 3% | 4%[38.3 µM] | 2% | 1% | 3% | -3% | 11%
N#Cc1ccc[n+](CC(=O)c2ccc(NC(=O)c3ccccc3)cc2)c1 | 11% | · | · | 0%[9.22 µM] | 3% | 0% | -2%[10 µM]
c1ccc2c(N3CCNCC3)nc(-c3ccoc3)nc2c1 | 2% | 2% | · | · | · | 6% | 8%
C=CCOc1ccc(CN(C)CC(=O)N(CC(C)C)c2c(N)n(CC(C)C)c(=O)[nH]c2=O)cc1 | 2% | 6%[38.3 µM] | 0% | 19% | -1% | -7% | 8%[10 µM]
O=c1oc2c(CN3CCOCC3)c(O)ccc2c2ccccc12 | -3% | -29%[38.3 µM] | -5% | -1% | -4% | -6% | -5%
FC(F)Sc1ccc(N=C2NN=C(c3ccc4c(c3)OCCO4)CS2)cc1 | 1% | -8%[38.3 µM] | 1% | ? | -6% | -16% | -31%
